Pf growth 96h – P. falciparum growth inhibition at 96 hour, primary screen for plastid delayed-death inhibitors; P. falciparum luciferase reporter growth, 96 h; Potency, µM (titrated, usually from 28.7 µM), inactives show at the top dose activity change, negative = inhibition, usual class: inhibitors; 320,000 tested, 6.9% active; AID 504834; note: potency is the fitted concentration of half-maximal effect; % is set by controls: 0 for no effect and ±100 for the full control effect
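Cell-based qHTS: luciferase-tagged P. falciparum in erythrocytes (2% hematocrit, 0.05% parasitemia final) incubated with compounds for 96 hours, 37 C, 5% CO2; luciferase detection reagent then added and luminescence measured.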
HCV inh – blocks hepatitis C virus; Huh7.5.1 HCVcc-Cre infection, luciferase reporter, 44 h; AID 651820; Potency, µM (highest dose often 41.8 µM), for inactives: at the highest dose activity change, negative = inhibition, actives largely listed as inhibitors; 340,000 tested, 3.4% active; note: potency is the fitted concentration of half-maximal effect; % is set by controls: 0 for no effect and ±100 for the full control effect
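Luciferase read-out (15 sec integration) after a 15 min room-temperature substrate step quantifies HCVcc-Cre infection. Cells, 1,000 per well, had compound added 4 h post-plating, then virus at ~0.5 moi, and were cultured 44 h.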
CHX counter – affects cycloheximide protein synthesis inhibition readout, counter-screen; cell reporter, cycloheximide protein synthesis inhibition counterscreen; max response, %; 300,000 tested, 12% active; AID 2314; in the data active = max response mostly above about 13%, no sharp cut-off; inactive = mostly below about 14%; note: read at 38.3 µM for the half of the compounds with a filed dose; 0% is about no effect
Giardia FBPA inh – inhibitors of Giardia lamblia fructose-1,6-bisphosphate aldolase; A8B2U2; purified Giardia FBPA; Potency, µM (titrated, usually from 59.6 µM), inactives show at the highest dose activity, negative = inhibition, most hits filed as inhibitors; 290,000 tested, 0.71% active; AID 2451; note: potency is the fitted concentration of half-maximal effect; % is set by controls: 0 for no effect and ±100 for the full control effect; nearly all actives have a fitted effect of over 55% in size
Target sequence (A8B2U2 whole entry, looked up): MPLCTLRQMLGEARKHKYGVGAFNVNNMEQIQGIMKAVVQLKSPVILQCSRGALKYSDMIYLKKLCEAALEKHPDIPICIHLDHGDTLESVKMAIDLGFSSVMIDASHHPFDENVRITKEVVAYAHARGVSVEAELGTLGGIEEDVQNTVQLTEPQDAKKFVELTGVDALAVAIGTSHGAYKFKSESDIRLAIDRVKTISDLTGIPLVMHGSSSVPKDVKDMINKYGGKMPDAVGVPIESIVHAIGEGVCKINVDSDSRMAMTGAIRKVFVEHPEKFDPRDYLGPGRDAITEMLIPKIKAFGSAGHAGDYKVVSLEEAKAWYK
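40 nM FBPA preincubated 10 min at RT with compound (up to 57.5 uM final), then substrate plus GAPDH/TPI/NAD/arsenate coupling and diaphorase/resazurin added. Fluorescence read after 20 min at RT, 525/598 nm.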
Shiga toxin inh – inhibitors of Shiga toxin in Vero cells. Vero cells, Shiga toxin protein synthesis inhibition reporter. inhibition, % at 38.7 µM. 290,000 tested, 9.2% active; in the data active = inhibition mostly above about 28%, no sharp cut-off; inactive = mostly below about 43%; note: 0% is about no effect
Pf growth 48h – P. falciparum growth inhibition at 48 hours (one generation); P. falciparum luciferase growth in erythrocytes, 48 h; Potency, µM (titrated, usually from 28.7 µM), for the others: top-dose activity change, negative = inhibition, most hits filed as inhibitors; 310,000 tested, 5.9% active; AID 504832; note: potency is the fitted concentration of half-maximal effect; % is set by controls: 0 for no effect and ±100 for the full control effect
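In quantitative HTS format, infected erythrocytes bearing luciferase-reporter parasites were treated for a single generation at 37 C. Luminescence after adding detection reagent served as the growth measure.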
Starred values were filed as active, the others as inactive; ? = inconclusive; . = not tested or not shown; & = joins results of further samples; [ ] = dose if it differs, or a comment. Unless noted, calls come from the whole dose curve; as a rule, active = well fitted curve in the direction sought with a large enough effect; inconclusive = small, poorly fitted or top-dose-only effect, or another doubt; inactive = no such curve, though single readings can be large; an effect the other way counts as inactive or inconclusive.

Value order – Pf growth 96h	HCV inh	CHX counter	Giardia FBPA inh	Shiga toxin inh	Pf growth 48h
- Cc1ccccc1CN(C)C1CCN(C)CC1
    ?	-13%	-3	?	1	5%
- Cn1c(=O)c2c(SCc3cccnc3)nc(CC(C)(C)C)nc2n(C)c1=O
    ?	-16%	-1	5%	-15	.
- O=C(O)CC(c1ccc(Cl)cc1)N1C(=O)CCC1=O (stereo unspecified)
    48%[activator]	18%	-4	-1%	-17	-2%
- COc1ccc2c(c1)C(=NO)c1cc(OC)ccc1-2
    .	8.9µM*	18*	1%	22*	15%
- CC(NC(=O)NC12CC3CC(CC(C3)C1)C2)c1ccc2c(c1)OCO2 (stereo unspecified)
    43%[activator]	-1%	-5	2%	-13	?
- O=C(CSc1ccc2nnc(-c3ccncc3)n2n1)Nc1ccc2c(c1)OCCO2
    ?	13%	-5	2%	-12	.
- Oc1ccc(CC2(N3CCCC3)CCCCC2)cc1
    0%	-3%	0	-4%	1	-8%
- O=C(NNc1nc(-c2ccccc2)cs1)c1ccc(F)cc1
    9.3µM*	-19%	14	6%	41	12µM*
- Cc1nn(C)c(=O)n1N(C)c1ncc(C(F)(F)F)cc1Cl
    22%	13%	0	4%	-2	-19%
- NS(=O)(=O)c1ccc(CCNc2ncnc3sccc23)cc1
    .	5.6µM*	-5	-1%	-35	6%
- Cc1ccc(NC(=O)COC(=O)C2CCC2)cc1S(=O)(=O)N1CCCCC1
    ?	7%	.	.	.	8%
- Cc1[nH]c(C)c(S(=O)(=O)N(C)Cc2ccccc2)c1C(=O)N1CCCCC1
    ?	11%	9	.	-3	-5%
- CCCCS(=O)(=O)N1CCN(S(=O)(=O)c2cccs2)CC1
    ?	29%	3	.	-7	3%
- COc1cccc(CN2CCC(C(=O)Nc3ccc(Oc4cccnc4)cc3)CC2)c1
    56%[activator]	?	2	9%	-11	?
- COC(=O)c1ccc(NC(=O)COc2ccc(S(=O)(=O)NC(C)C)cc2)cc1
    ?	?	-2	3%	-10	16%
- CCC1CCc2sc(C(=O)N(C)CC(=O)Nc3cccc(OC)c3)cc2C1 (stereo unspecified)
    -12%	20%	.	.	.	-14%
- O=C(CSc1nnc(SCc2ccc(Cl)cc2)s1)N1CCN(C(=O)c2ccco2)CC1
    ?	-9%&6%	5	-1%	-5	-4%
- COc1ccc(/C=C2/C(=O)ON=C2C)cc1Br
    -4%	?	-1	5%	-11	20%
- CSc1sc2ccccc2[n+]1CCCS(=O)(=O)[O-]
    63%[activator]	4%	0	17%	-5	7%
- Cc1[nH]nc(N=CC2=C(O)CC(C)(C)CC2=O)c1-c1ccc(Cl)cc1
    .	0%&20%	-5	-4%	-4	-15%
- COc1ccc(CCNC(=O)c2ccc3nc(N4CCCCC4)sc3c2)cc1OC
    8%	?	22*	4%	34*	?
- COCCNC(=O)C(c1ccc(OC)cc1)N(CCOC)C(=O)CCC(=O)Nc1nccs1 (stereo unspecified)
    -16%	23%	1	2%	-4	6%
- O=C(c1ccc(Br)s1)N1CCN(c2ccccn2)CC1
    240%[activator]	6%	10	4%	28	?
- COC(=O)c1oc2ccc(OC)cc2c1N
    44%[activator]	?	28*	1%	63*	110%[activator]
- C/C(=N/OCO/N=C(\C)c1ccccc1F)c1ccccc1F
    1.7µM*	-6%	-2	-2%	12	-5%
- O=C(CSc1nnc(-c2ccc(F)cc2)c2ccccc12)NCC1CCCO1 (stereo unspecified)
    ?	-10%	0	1%	-12	?
- C/C(N)=C(/C#N)C(=O)COC(=O)CNS(=O)(=O)c1c(F)cccc1F
    18%	16%	9	3%	7	15%
- Cc1ccc(N(C)S(=O)(=O)c2ccc(C)cc2)cc1
    ?	9%	-3	-3%	-24	-6%
- CCOc1ccc(NC(=O)CCCCn2c(=O)[nH]c3ccsc3c2=O)cc1
    ?	-8%	8	3%	-7	?
- O=C(O)CN1C(=O)/C(=C\c2cccc(OCc3ccccc3F)c2)SC1=S
    ?	-7%	11	9%	10	25%
- Cc1cccc(NC(=O)c2c(C)nc3ccccn23)c1
    -17%	2%	29*	-5%	80*	95%[activator]
- Cc1cc(S(N)(=O)=O)c(N)c(S(N)(=O)=O)c1
    -2%	17%	-2	-2%	-3	?
- Cc1ccc(N(CC(=O)NCc2ccco2)C(=O)CCC(=O)Nc2ccccn2)c(C)c1
    52%[activator]	?	17	1%	34*	-1%
- CC1(C)CC(=NOC(=O)c2ccccc2)CC(C)(C)N1
    -1%	2%	-2	-1%	-11	?
- C/C=C(/C)C(=O)Nc1cccc(C2=NOC3(C2)C[C@@H](C(N)=O)N(C(=O)CCCCC)C3)c1 (stereo partly specified)
    -26%	-8%	-3	-7%	-2	30%
- NC(=O)C1CCN(CC(O)CSc2ccccc2)CC1 (stereo unspecified)
    13%	9%	5	0%	1	16%
- CC(=NCc1ccc(F)cc1)c1c(O)n(C)c(=O)n(C)c1=O
    18%	-13%	-4	1%	14	5%
- CCCCNS(=O)(=O)c1ccc(NS(=O)(=O)c2c(C)cc(C)cc2C)cc1
    ?	19%	-2	-11%	-4	.
- Cc1ccnc(SCC(=O)NC2CC2)n1
    -5%	9%	0	.	-7	22%
- NS(=O)(=O)c1ccc(Nc2nc(-c3ccc(F)cc3)cs2)cc1
    -16%	?	14	-6%	17	30%[activator]
- Cc1cccc(NC(=O)CCNS(=O)(=O)c2cccc3nsnc23)c1C
    13%	-9%	-3	6%	19	3%
- COc1ccc2[nH]c(C)c(CCN3CCC(=O)C(C)C3C)c2c1 (stereo unspecified)
    7%	-11%	-2	?	-2	.
- Cn1nc(Cc2n[nH]c(=S)n2C)c2ccccc2c1=O
    9%	10%	-3	-22%	-12	-6%
- C=CCC(NCCCO)c1cccc(OC)c1OC (stereo unspecified)
    -1%	5%	-3	-7%	-5	0%
- COc1ccc(NS(=O)(=O)c2cccc(C(=O)NC3CCN(Cc4ccccc4)CC3)c2)cc1
    ?	?	-1	.	-12	10%

Some entries already given with just HCV inh and CHX counter.
SMILES | HCV inh | CHX counter
NS(=O)(=O)c1ccc(Nc2nc(-c3ccc(F)cc3)cs2)cc1 | ? | 14
Cc1cccc(NC(=O)CCNS(=O)(=O)c2cccc3nsnc23)c1C | -9% | -3
COc1ccc2[nH]c(C)c(CCN3CCC(=O)C(C)C3C)c2c1 (stereo unspecified) | -11% | -2
Cn1nc(Cc2n[nH]c(=S)n2C)c2ccccc2c1=O | 10% | -3

(more compounds)
Value order – Pf growth 96h	HCV inh	CHX counter	Giardia FBPA inh	Shiga toxin inh	Pf growth 48h
- Cc1ccc(C(=O)COC(=O)c2cc(=O)[nH]c3ccccc23)cc1
    ?	22%	4	7%	-8	23%
- COCCn1c(SCC(=O)/C=C2\N(C)c3ccccc3C2(C)C)nnc1-c1ccncc1
    ?	?	-3	0%	-5	-20%
- O=C(NCc1ccccc1)c1ccc(F)c(F)c1
    17%	25%	8	0%	-5	5%
- COc1ccc(NC(=O)C(=O)NCC2CCCN2S(=O)(=O)c2ccc(C)cc2)cc1 (stereo unspecified)
    ?	?	.	.	.	?
- CCn1ccnc1CN(C)Cc1nc(-c2ccccc2)no1
    ?	-4%	35*	0%	55*	19%
- Cc1ccc(C)c(S(=O)(=O)ON2C(=O)c3ccccc3C2=O)c1
    ?	6%	0	-1%	-8	11%
- Cc1csc2nc(O)c(C(=O)NCCCN3CCCC3=O)c(=O)n12
    -8%	12%	.	.	.	-21%
- Cn1c(SCC(=O)NNC(=O)Cc2ccccc2)nnc1-c1ccc(Cl)cc1
    3%	5%	1	0%	-3	?
- Cc1c(C(=O)NC2CCCc3ccccc32)oc2ccc(S(=O)(=O)N3CCOCC3)cc12 (stereo unspecified)
    .	-19%	-2	5%	-11	?
- CC(=O)Nc1ccc(Nc2nc(-c3ccccc3)nc3ccccc23)cc1
    -7%	10µM*	18	0%	39	-48%
- COc1ccc(C)cc1NC(=O)Nc1ccc(C(=O)N2CCCC2)cc1
    35%[activator]	?	14*	.	48*	24%
- Cc1ccc(Nc2nc(N)nc(CSc3nc(C)cc(C)n3)n2)cc1
    ?	-2%	3	2%	-5	?
- Cn1cc(CCCC(=O)NCc2ccccc2)c2ccccc21
    -9%	5%	-1	14%	8	-33%
- O=S(=O)(c1ccc(Cl)c(NC(=S)Nc2cccc(O)c2)c1)N1CCOCC1
    18%	35%[activator]	-1	-25%	28	28%
- CC(=O)N(C1=C(Cl)C(=O)c2ccccc2C1=O)C1CCCCC1
    ?	7.9µM*	0	1.6µM*	-6	?
- Cc1cc(N=Cc2c(O)ccc3cc(Br)ccc23)no1
    -6%	4%	0	-23%	8	14%
- O=C1c2ccccc2C(=O)N1CCCCN(C(=O)c1ccc(Cl)s1)c1ccc(Cl)cc1
    11%	?	6	1%	2	5%
- CCCCNC(=O)Cn1cnc2c(cnn2-c2ccc(C)c(C)c2)c1=O
    -48%	15%	9	-6%	7	14%
- O=C1CC(NCc2ccco2)C(=O)N1CCc1ccccc1 (stereo unspecified)
    .	-3%	8	3%	20	2%
- Cn1nc([N+](=O)[O-])nc1Sc1nnnn1-c1cccc(C(=O)O)c1
    -13%	15%	1	?	-7	6%
- C=CCn1c(OCc2ccccc2)n[nH]c1=S
    ?	4%	-6	?	-6	0%[0.00184 µM]
- O=C(COC(=O)c1cc[n+]([O-])cc1)NCc1ccccc1Cl
    -4%	-4%	1	0%	-2	5%
- O=C(Cn1c(=O)[nH]c2ccsc2c1=O)N1CCN(c2ccc(F)cc2)CC1
    .	6%	1	2%	1	21%
- CC(C)C[C@H]1CN=C(Nc2ccccc2)N1CCCCc1ccccc1
    ?	9%	2	0%	-3	?
- O=C(NC(=S)Nc1cc([N+](=O)[O-])ccc1O)C1CC1
    ?	8%	18	.	21	?
- CCC1CCCCN1C(=O)c1cc2cc(Br)ccc2oc1=O (stereo unspecified)
    ?	-2%	-1	6%	-8	.
- Cc1nc(-c2nnc(SCC(=O)Nc3cc(Cl)cc(Cl)c3)n2C)cs1
    4%	9%	-2	1%	-9	-1%
- CCOC(=O)CSc1nc2sc3c(c2c(=O)n1-c1ccccc1)CCN(C)C3
    -26%	?	2	-23%	.	4.7µM*
- O=C(NCCc1ccccc1)C(=O)N/N=C/c1ccccc1C(F)(F)F
    .	13%	-2	1%	-2	4%
- O=C(COC(=O)C1CCN(c2ccc(C(F)(F)F)cn2)CC1)NCCc1ccccc1
    16%	19%	.	.	.	43%[activator]
- Cc1nc2cc(N=NC3=C(O)CCCC3=O)ccc2s1
    43%[activator]	0%	61*	-4%	89*	15%
- COc1cc(S(=O)(=O)N(Cc2cccc(OC)c2OC)CC2CCCO2)ccc1-n1cnnn1 (stereo unspecified)
    ?	0%	-1	-2%	-10	?
- Cc1cccc(OCc2nnc(SCC(=O)Nc3nccs3)o2)c1
    87%[activator]	?	13	13%	14	81%[activator]
- O=C(Nc1cccc(Br)c1)c1ccc2c(c1)SC1=NS(=O)(=O)CCN12
    12µM*	?	.	.	.	12µM*
- COc1ccc(C(=O)N[C@H](C(=O)Nc2sccc2C(N)=O)C(C)C)cc1
    13%	-26%	5	-3%	20	-23%
- COc1ccc(S(=O)(=O)N2CCN(Cc3ccc4c(c3)OCO4)CC2)cc1
    19%	10%	-4	.	-2	3%
- O=C1CCC(C(=O)Nc2ccccc2N2CCOCC2)=NN1
    8%	-1%	1	0%	10	-14%
- Cc1ccc(C(=O)N/C(=C\c2ccco2)C(=O)NCc2cccnc2)cc1
    ?	11%	3	-11%	2	41%[activator]
- O=C1/C(=C/c2ccncc2)SC(=S)N1C1CCCCC1
    ?	9%	-4	1%	-8	-3%
